# From PubChem BioAssay
# RGS4 inhibitor – inhibitors of human regulator of G protein signaling 4 | P49798 | Transcreener GDP fluorescence polarization, RGS4-accelerated GTP hydrolysis | Potency, µM (titrated, usually from 114 µM), without a hit: at the highest dose activity change, negative = inhibition, usual class: inhibitors | 390,000 compounds, 0.039% hits | AID 504845; further: potency means the concentration at half of the fitted maximal effect; on the % scale 0 is the no-effect control and ±100 the full control effect; nearly all actives have a fitted effect of over 75% in size; some results filed as inactive show a strong effect at the top dose
# Target sequence (P49798 whole entry, looked up): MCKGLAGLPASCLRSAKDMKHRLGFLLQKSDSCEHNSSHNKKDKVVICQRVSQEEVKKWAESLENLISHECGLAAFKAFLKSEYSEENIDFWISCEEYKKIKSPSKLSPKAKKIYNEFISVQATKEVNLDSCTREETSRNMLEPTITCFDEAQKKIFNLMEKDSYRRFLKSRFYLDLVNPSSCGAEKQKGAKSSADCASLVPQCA
#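 MLSMR compounds (23 nl, pin-transferred) preincubated 10 min at room temperature with a 500nM (2x) first reagent, then RGS4 at 900nM (2x) plus Transcreener GDP mix added; fluorescence polarization (620/688 nm) read before and after 90 min at 30 °C.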
# IDH1 R132H inh – human IDH1 R132H inhibition; IDH1-R132H enzyme, NADPH consumption, diaphorase/resazurin fluorescence; Potency, µM (doses to about 76.6 µM), inactives show top-dose activity change, negative = inhibition, actives largely listed as inhibitors; O75874; 390,000 compounds, 0.093% hits; further: potency means the concentration at half of the fitted maximal effect; on the % scale 0 is the no-effect control and ±100 the full control effect; nearly all actives have a fitted effect of over 65% in size
# Target sequence (O75874 whole entry R132H, stated change not applied): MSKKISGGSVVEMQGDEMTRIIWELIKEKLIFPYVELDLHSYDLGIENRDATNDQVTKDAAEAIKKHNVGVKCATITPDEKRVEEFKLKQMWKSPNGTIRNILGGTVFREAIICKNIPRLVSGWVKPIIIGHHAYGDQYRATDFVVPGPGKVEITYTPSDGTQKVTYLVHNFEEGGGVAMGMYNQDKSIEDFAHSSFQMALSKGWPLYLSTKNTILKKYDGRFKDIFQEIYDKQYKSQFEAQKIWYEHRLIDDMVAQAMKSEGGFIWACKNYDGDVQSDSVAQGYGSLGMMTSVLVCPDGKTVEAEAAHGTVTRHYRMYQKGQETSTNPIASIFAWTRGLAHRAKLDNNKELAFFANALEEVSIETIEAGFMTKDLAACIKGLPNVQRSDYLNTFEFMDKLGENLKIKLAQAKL
#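 IDH1-R132H (0.5 ug/mL dispensed) in pH 7.5 Tris buffer was preincubated 30 min with compound, then given a substrate mix of 0.016 mM NADPH and 2 mM alpha-KG for 80 min at room temperature; remaining NADPH was read by diaphorase/resazurin fluorescence.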
# LDHA inh – blocks human lactate dehydrogenase A; P00338; purified LDHA, NADH/diaphorase-resazurin fluorescence; stronger effect = lower value; activity change, % (values are at about 110 or 230 µM); 480,000 compounds, 0.15% hits; in the data active means activity change below about -30%; inconclusive means mostly about -25% to -30%;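 further: plate controls were DMSO wells for no effect and wells without enzyme for full effect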
#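 LDH5 2 nM; NADH 0.06 mM, pyruvate 0.2 mM; 200 mM Tris pH 7.4, EDTA, Tween-20; 5 min RT. Detection: diaphorase 0.133 mg/mL + resazurin 37 µM, fluorescence ex540/em590 at 0 and 20 min; normalized to enzyme-free and DMSO wells.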
# Vif-APOBEC3F blk – Vif-A3F binding inhibition | HeLa A3F-eYFP + Vif (tagged APOBEC3F with the HIV-1 protein that degrades it), YFP fluorescence increase | Potency, µM (series often up to 46.1 µM), without a hit: at the highest dose activity, negative = active | 390,000 compounds, 0.2% hits | AID 602313; further: potency means the concentration at half of the fitted maximal effect; % of control where 0% means no effect; nearly all actives have a fitted effect of over 65% in size
#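 Fluorescence increase (Ex 488/Em 500-530) after overnight compound treatment at 37 deg C flags inhibition of Vif-driven A3F-eYFP loss in stable HeLa A3F-eYFP/Vif cells seeded overnight beforehand.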
# rTrxR1 inhibitor – blocks rat thioredoxin reductase 1; recombinant rTrxR1, NADPH fluorescence consumption, selenite substrate; O89049; Potency, µM (titrated, usually from 114 µM), without a hit: at the top dose activity change, negative = inhibition, actives largely listed as inhibitors; 390,000 compounds, 1% hits; AID 588453; further: potency means the concentration at half of the fitted maximal effect; on the % scale 0 is the no-effect control and ±100 the full control effect; nearly all actives have a fitted effect of over 65% in size
#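 Rat TrxR1 (90 nM in the dispensed reagent) was pre-reduced with 400 uM NADPH for 5 min at room temperature, then incubated with compound for 15 min. After 400 uM selenite was added, NADPH fluorescence (Ex 340/Em 450 nm) was followed for 8 min.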
# GRP78 ERSR act – ER stress response induction in glioma | U87-MG GRP78 promoter luciferase reporter, 16 h | Potency, µM, for inactives: at the top dose activation, usual class: activators | 420,000 compounds, 0.02% hits; further: potency means the concentration at half of the fitted maximal effect; series mostly up to about 76 µM; % of control where 0% means no effect; nearly all actives have a fitted effect of over 35% in size
#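 ERSR induction read as luciferase luminescence (Bright-Glo, 10 min at room temperature) in stably transfected human U87-MG glioma cells exposed to compounds for 16 h, using GRP78 as sensor.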
# TrxR1 substrate – substrates of rat thioredoxin reductase 1; O89049; purified TrxR1 substrate turnover, NADPH consumption readout; Potency, µM (top dose mostly 114 µM), for inactives: top-dose activity change, negative = substrate turnover; 390,000 compounds, 0.01% hits; AID 588456; further: potency means the concentration at half of the fitted maximal effect; on the % scale 0 is the no-effect control and ±100 the full control effect; nearly all actives have a fitted effect of over 50% in size
#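 Rat TrxR1, dispensed at 90 nM, was prereduced with 400 uM NADPH (final) for 5 min at ~22 deg C, then incubated with compound 15 min before 400 uM selenite. A first-read NADPH fluorescence drop versus no-compound background flagged substrates.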
# USP1 inh – inhibitors of human USP1/UAF1 deubiquitinase | O94782 | recombinant USP1/UAF1, Ub-Rhodamine cleavage fluorescence | Potency, µM (series often up to 57.1 µM), without a hit: at the highest dose activity change, negative = inhibition, usual class: inhibitors | 390,000 compounds, 0.23% hits; further: potency means the concentration at half of the fitted maximal effect; on the % scale 0 is the no-effect control and ±100 the full control effect; nearly all actives have a fitted effect of over 60% in size; inactives centre near -12
#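 USP1/UAF1 complex at 1 nM was preincubated with compound for 15 min at room temperature, then Ub-Rho substrate (150nM final) was added. Fluorescence (480/540 nm) was read kinetically, 6 reads every 60 seconds.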
# Vif-A3G inh – inhibitors of Vif-APOBEC3G interaction | 410,000 compounds, 0.076% hits | Potency, µM (series often up to 46.1 µM), for inactives: at the highest dose activity, negative = active, most hits filed as inhibitors | HeLa A3G-eYFP + Vif (tagged APOBEC3G with the HIV-1 protein that degrades it), YFP fluorescence, overnight | AID 602310;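 further: potency means the concentration at half of the fitted maximal effect; on the % scale 0 is the no-effect control and ±100 the full control effect; nearly all actives have a fitted effect of over 60% in size; hits raise eYFP signal because A3G escapes Vif-driven loss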
# Target sequence (Q9HC16 whole entry, looked up): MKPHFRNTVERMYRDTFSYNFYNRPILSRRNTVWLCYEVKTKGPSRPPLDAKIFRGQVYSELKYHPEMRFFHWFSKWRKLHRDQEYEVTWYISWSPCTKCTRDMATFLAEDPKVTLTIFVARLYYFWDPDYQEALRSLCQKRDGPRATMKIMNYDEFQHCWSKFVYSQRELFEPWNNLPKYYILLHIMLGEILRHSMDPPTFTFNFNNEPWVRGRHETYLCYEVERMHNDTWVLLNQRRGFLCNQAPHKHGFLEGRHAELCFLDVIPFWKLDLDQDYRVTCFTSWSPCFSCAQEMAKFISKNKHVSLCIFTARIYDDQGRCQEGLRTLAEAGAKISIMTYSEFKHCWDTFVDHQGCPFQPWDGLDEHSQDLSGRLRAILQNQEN
#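 HeLa cells stably expressing Vif and C-terminally eYFP-tagged A3G, seeded overnight at 37 deg C, then exposed to compound by pintool overnight at 37 deg C. Rise in yellow fluorescence (Ex 488/Em 500-530, Acumen) marks blocked Vif-driven A3G degradation.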
# Numbers without * were called inactive; ? = inconclusive; / = no result given; [ ] = remark or other dose. Unless noted, the call rests on the fitted dose curve; in most records, active means well fitted curve in the direction sought with a large enough effect; inconclusive means small, poorly fitted or top-dose-only effect, or another doubt; inactive means no such curve, though single readings can be large; an effect the other way counts as inactive or inconclusive.
No.	canonical_smiles	RGS4 inhibitor	IDH1 R132H inh	LDHA inh	Vif-APOBEC3F blk	rTrxR1 inhibitor
1	O=C(O)c1cc(S(=O)(=O)N2CCOCC2)ccc1N1CCOCC1	-10.4%	8.2%	-6.7	2.6%	-9.5%
2	CC1=NN(C(=O)c2cccc(Cn3nc(C)c([N+](=O)[O-])c3C)c2)C(O)(C(F)(F)F)C1 (stereo unspecified)	-10.5%	3.8%	-2.1	0.4%	17.2%
3	Cc1nc2nc(SCc3ccccc3)[nH]n2c(=O)c1CCC(C)C	7.8%	-3.5%	-12.0	-0.3%	22.6%[2.29 µM]
4	C=CCNc1oc(-c2cccc(Cl)c2)nc1C#N	-8.7%	/	-7.7	-7.9%	-34.3%
5	Cc1ccc(OCC(=O)NC2CC(C)(C)NC(C)(C)C2)cc1C	-16.7%	-10.3%	-0.9	-1.4%	4.5%
6	COc1ccc(-c2c(C(F)(F)F)nn(C)c2NC(=O)c2ccco2)cc1	16.7%	1.8%	-4.3	1.1%	24.1%
7	CC(=O)N1CCN(C(=O)c2ccc(C)c(S(=O)(=O)N3CCCCC3)c2)CC1	?	3.6%	-1.2	3.1%	-13.1%
8	COc1ccc(N2CCN(S(=O)(=O)c3ccc4oc(=O)c5ncn(C)c5c4c3)CC2)cc1	29.1%	-17.3%	0.9	-4.9%	26.1%
9	CCN(CC)C(=O)[C@H]1C[C@H](CC(=O)NCCCn2ccnc2)C(=O)N2CCc3c([nH]c4ccc(Cl)cc34)[C@]12C	19.1%	-1.5%	-7.1	0.4%	13.5%
10	CCOc1ccc(NC(=O)N(c2ccccc2)c2ccccc2)cc1	0.1%	0.0%	-5.6	-6.6%	10.4%[57.1 µM]
11	COc1ccc(C)cc1NC(=O)Cc1ccc(NC(=O)N2CCCCc3ccccc32)cc1	13.9%	-1.7%	1.5	0.1%	19.8%[57.1 µM]
12	Cc1cccc(N/N=C/c2ccncc2)c1	-9.8%	2.7%	-3.6	9.8%	7.4%[57.1 µM]

No.	GRP78 ERSR act	TrxR1 substrate	USP1 inh	Vif-A3G inh
1	-3.8%	-5.6%	-13.2%	0.0%
2	-3.5%	6.0%	-8.0%	0.8%
3	3.5%	-0.7%	-8.6%	-5.3%
4	-4.9%	-12.2%	/	-26.1%
5	-4.5%	-5.0%	-7.5%	-1.9%
6	-2.5%	-2.4%	-16.1%	-0.8%
7	-2.6%	-8.1%	-12.4%	-1.5%
8	7.5%	8.5%	1.8%	1.9%
9	2.6%	-4.9%	-17.4%	2.0%
10	-0.3%	-5.8%	-2.9%	-1.2%
11	-0.6%	3.7%[57.1 µM]	-24.7%	-0.6%
12	-0.8%	2.6%[57.1 µM]	-12.5%	-9.4%

# Some values from the entries so far.
# no. 9 in RGS4 inhibitor = 19.1%
# no. 10 in Vif-APOBEC3F blk = -6.6%
# no. 6 in GRP78 ERSR act = -2.5%

# An excerpt of these results, bar-delimited:
No. | smiles | RGS4 inhibitor | IDH1 R132H inh | LDHA inh | Vif-APOBEC3F blk | rTrxR1 inhibitor | GRP78 ERSR act | TrxR1 substrate | USP1 inh | Vif-A3G inh
4 | C=CCNc1oc(-c2cccc(Cl)c2)nc1C#N | -8.7% | / | -7.7 | -7.9% | -34.3% | -4.9% | -12.2% | / | -26.1%
5 | Cc1ccc(OCC(=O)NC2CC(C)(C)NC(C)(C)C2)cc1C | -16.7% | -10.3% | -0.9 | -1.4% | 4.5% | -4.5% | -5.0% | -7.5% | -1.9%

# (continued)
No.	canonical_smiles	RGS4 inhibitor	IDH1 R132H inh	LDHA inh	Vif-APOBEC3F blk	rTrxR1 inhibitor
13	O=C(Nc1ccc(N2CCCC2)cc1)c1cccc(Cl)c1Cl	1.3%	4.4%	-0.3	-10.0%	18.2%
14	Cn1c(CCN2CCN(c3ccccn3)CC2)nc2cc(NS(=O)(=O)c3ccc(Cl)cc3)ccc21	-3.9%	-6.7%	2.7	9.2%	16.4%
15	CC(=O)Nc1ccc(NC(=O)CCOc2cc(C)ccc2C)cc1	0.8%	0.0%	-2.1	2.5%	27.5%
16	C(=N\N1CCN(C2c3ccccc3-c3ccccc32)CC1)/c1ccccn1	18.7%[11.4 µM]	-0.6%	-4.0	2.5%	-9.7%
17	Cc1ccc(CCNc2ncnc(Cl)c2N)cc1	-13.1%	8.2%	-3.4	7.0%	-4.5%[2.29 µM]
18	CCOCCc1nnc(NC(=O)CS(=O)(=O)c2ccc(C)cc2)s1	7.4%	-8.6%	-4.5	-8.9%	7.6%
19	Oc1ccc(C2Nc3cccc4cccc(c34)N2)c(O)c1	?	13.4%	10.7	-1.1%	?
20	Cc1ccc2nc(Cl)c(C3CC(c4cccs4)=NN3S(C)(=O)=O)cc2c1 (stereo unspecified)	-27.1%	-7.4%	-3.3	-22.3%	26.6%
21	N/C(=N\c1nc2ccccc2o1)NC(=O)/C=C/c1ccccc1	-1.9%	0.9%	-2.5	8.7%	15.8%
22	O=C(NCCn1cc(SCc2ccc(Cl)cc2)c2ccccc21)c1cccs1	0.2%	-7.6%	1.6	-9.6%	14.9%
23	CC(=O)c1ccc(-c2ccc(C(=O)Nc3nc(C)c(C(C)=O)s3)o2)cc1	?	-0.3%	1.0	0.9%	-11.0%
24	Cc1cc(C)cc(CC2CC(=O)N(c3ccc4c(c3)OCCO4)C2=O)c1 (stereo unspecified)	21.7%	-7.7%	-4.0	7.2%	2.0%[57.1 µM]

No.	GRP78 ERSR act	TrxR1 substrate	USP1 inh	Vif-A3G inh
13	4.1%	13.0%	-19.4%	-6.9%
14	-6.0%	5.0%	-8.7%	-7.9%
15	-3.0%	4.4%	-17.5%	-2.7%
16	0.3%	-13.4%	-2.4%	-2.3%
17	3.2%	-3.2%[2.29 µM]	-2.6%	2.5%
18	-2.8%	3.0%	?	0.0%
19	6.0%	4.2%	-22.1%	-15.1%
20	4.8%	0.6%	-23.9%	-1.8%
21	-2.7%	5.8%	-22.5%	-3.9%
22	-1.9%	15.0%[11.4 µM]	?	-0.5%
23	-1.0%	8.9%	-6.6%	-6.2%
24	-5.2%	-1.6%[57.1 µM]	-14.9%	-7.4%

# (continued)
No.	canonical_smiles	RGS4 inhibitor	IDH1 R132H inh	LDHA inh	Vif-APOBEC3F blk	rTrxR1 inhibitor
25	Cc1cccc(C(=O)NCC(c2ccc3c(c2)OCO3)N2CCOCC2)c1 (stereo unspecified)	14.5%	-11.9%	-12.3	3.7%	10.6%[57.1 µM]
26	CC(=O)Nc1ccc(S(=O)(=O)NC2CC2)cc1	-11.3%	0.0%	-3.1	-6.2%	5.5%
27	COc1ccc(/C=C/C(=O)O)cc1Cl	-1.1%	-3.4%	-6.0	4.1%	9.5%
28	Cc1cccc(C)c1OCc1nc2ccccc2c(=O)n1/N=C/c1ccc(OCC(=O)O)cc1	-13.8%	-3.0%	-3.7	1.3%	-10.9%
29	CCCc1c(C(=O)OCC)[nH]c2c1C(=O)CCC2	?	1.7%	1.4	1.1%	16.3%[57.1 µM]
30	CN(C)c1ccc(C=C2C=Cc3ccccc32)cc1	-6.8%	6.6%	5.3	?	-29.1%
31	CC(C)NC(=O)CN(c1cccc(Br)c1)S(C)(=O)=O	10.2%	4.3%	-18.4	-2.5%	26.5%[57.1 µM]
32	CCCCOC(=O)c1ccc(NC(=O)c2sc3nc(C)cc(C)c3c2N)cc1	-9.4%	-10.8%	-21.1	-3.2%	37.6%[activator]
33	COc1cc(C(=O)N(C)CCOc2ccc(C)cc2)ccc1OC1CCN(C(C)=O)CC1	-12.7%	16.8%	-5.1	-24.0%	15.6%
34	O=C(CSc1nc2[nH]ncc2c(=O)[nH]1)Nc1cccc([N+](=O)[O-])c1	6.9%	-9.6%	-14.5	-2.7%	1.9%[57.1 µM]
35	CCOc1ccc(C2NC(=O)c3c(COC)cc(C)nc3N2Cc2ccccc2)cc1OC (stereo unspecified)	-20.6%	2.2%	2.2	1.9%	5.7%
36	COC(=O)c1cc(C(=O)N2CCN(c3cccc(C)c3C)CC2)cc([N+](=O)[O-])c1	7.5%	0.8%	0.1	-7.3%	1.0%[57.1 µM]
37	Cc1cc(C)cc(NC(=O)COC(=O)COc2ccc(N(C)S(=O)(=O)c3cccs3)cc2)c1	-23.6%	-0.6%	0.1	6.9%	9.0%

No.	GRP78 ERSR act	TrxR1 substrate	USP1 inh	Vif-A3G inh
25	-3.9%	-0.2%[57.1 µM]	-13.9%	1.4%
26	-4.3%	-6.5%	-6.3%	0.5%
27	-2.0%	2.1%	-19.1%	5.3%
28	-1.5%	-8.9%	-13.7%	2.8%
29	-1.3%	10.7%[57.1 µM]	-5.6%	0.8%
30	-2.5%	-5.4%	-15.5%	-7.4%
31	-3.3%	11.2%[57.1 µM]	2.4%	1.1%
32	-9.0%	40.9%[activator]	31.3%[activator]	-2.4%
33	2.0%	2.5%	-20.6%	2.1%
34	-4.4%	-3.0%[57.1 µM]	-15.8%	0.0%
35	-2.0%	72.4%[activator]	-18.4%	-0.5%
36	-5.1%	-1.9%[57.1 µM]	-7.8%	?
37	-6.5%	-6.6%	-22.2%	0.3%

# An excerpt; the hit share may differ from the screen's.
